TLR9-MyD88 block: inhibitors of human TLR9-MyD88 binding. Q9NR96+Q99836. CHO BLA complementation TLR9-MyD88, CCF4 FRET ratio. inhibition, % at 4.98 µM. 340,000 compounds, 0.21% hits. AID 504734;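 active means inhibition above the mean over all tested compounds plus 3 SD, cut at about 21% in these data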;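 further: 0% = DMSO only wells and 100% = clavulanate BLA inhibitor control wells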
MC4R antagonist: antagonists of human melanocortin 4 receptor (MC4R); P32245; MC4R-expressing cells, MTII-stimulated cAMP, LANCE TR-FRET; inhibition, % at 6.5 µM; 360,000 compounds, 0.48% hits;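 active means inhibition above its plate's cutoff, the mean of tested wells on that plate plus 3 SD, cut at about 29% in these data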;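 further: 0% = Melanotan II alone and 100% = Melanotan II plus saturating MCL0020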
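Material – human MC4R-expressing U2OS cells · Repeats – no replicates · Detection – TR-FRET with Eu-cAMP and labeled anti-cAMP, 671 nm · Times – compound 30 min, challenge 1 h, detection 1 h · Compound – single nominal compound dose of 6.5 µM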
Glyco luc inh: N-linked glycosylation inhibition; reporter increase, % at 12.5 µM; 360,000 compounds, 0.23% hits; AID 588692; D54 ERlucT glycosylation luciferase reporter, 24 h; percent of 100 nM tunicamycin response;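 active means mean luciferase reporter signal, scaled so untreated is 0 and the glycosylation-blocking control 100, at or above a set limit in every replicate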;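 further: luciferase carries N-glycosylation sites so blocking glycosylation raises the light; 0% = median of neutral control wells and 100% = median of 100 nM tunicamycin wells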
HTR2A ag: agonists of mouse serotonin 5-HT2A receptor (HTR2A); activation, % at 7.6 µM; P35363; CHO-K1 mHTR2A beta-arrestin complementation, luminescence; percent of 30 µM serotonin response; 360,000 compounds, 0.66% hits; AID 624169;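 active means activation above a run cutoff, the mean activation of all tested compounds plus 3 SD, cut at about 14% in these data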;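 further: 0% = plate median of compound wells and 100% = 30 µM serotonin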
NOD2 RIPK2 PPI: inhibitors of human NOD2-RIPK2 interaction | O43353 | CHO BLA complementation NOD2-RIPK2, CCF4 ratio | inhibition, % at 4.98 µM | 360,000 compounds, 0.38% hits | AID 624267; in the data active means inhibition above about 21%;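 further: 0% = vehicle only and 100% = reference blocker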
ABCB6 inh 2: inhibitors of human ABC transporter ABCB6; AID 602162; K562-ABCB6 porphyrin accumulation, flow cytometry, 1 h; active compounds read low; fluorescence ratio to DMSO, % at 10 µM; 360,000 compounds, 0.19% hits; Q9NP58;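 active means fluorescence ratio to DMSO below 75%, the collection mean minus 3 SD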;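 further: signal is porphyrin accumulated inside mitochondria; 100% equals median channel fluorescence of DMSO control wells; lower ratio means ABCB6 inhibition with less porphyrin fluorescence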
MC4R ag barr: agonists of human melanocortin 4 receptor (MC4R) beta-arrestin | AID 540308 | P32245 | activation, % at 8.9 µM | U2OS MC4R beta-arrestin complementation, luminescence; percent of melanotan II response, DMSO zero | 360,000 compounds, 0.98% hits;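 active means activation above a per-plate cutoff, the mean activation of sample wells on that plate plus 3 SD, cut at about 8% in these data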
H9c2 protect: modulators protecting cardiomyocytes from myocardial damage. 360,000 compounds, 0.63% hits. protection from H2O2 cell death, % at 20 µM. AID 588492. H9c2 cardiomyocytes, H2O2 injury protection, ATPLite, 2 h;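 active means compounds giving at least 50% protection of heart cells from peroxide-induced death in the single-dose screen, raw or plate-pattern-corrected value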;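 further: 0% = DMSO wells with peroxide and 100% = DMSO wells without peroxide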
ABHD5-PLIN5 inh: inhibitors of human ABHD5-perilipin-5 interaction; Split G. princeps luciferase complementation, luminescence, 4 h; inhibition, % at 4 µM; 360,000 compounds, 0.78% hits; AID 602281;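 active means inhibition above the mean inhibition across every tested compound plus 3 SD, cut at about 22% in these data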;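 further: 0% = DMSO only wells and the 100% control is not disclosed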
Target sequence (Q00G26 whole entry, looked up): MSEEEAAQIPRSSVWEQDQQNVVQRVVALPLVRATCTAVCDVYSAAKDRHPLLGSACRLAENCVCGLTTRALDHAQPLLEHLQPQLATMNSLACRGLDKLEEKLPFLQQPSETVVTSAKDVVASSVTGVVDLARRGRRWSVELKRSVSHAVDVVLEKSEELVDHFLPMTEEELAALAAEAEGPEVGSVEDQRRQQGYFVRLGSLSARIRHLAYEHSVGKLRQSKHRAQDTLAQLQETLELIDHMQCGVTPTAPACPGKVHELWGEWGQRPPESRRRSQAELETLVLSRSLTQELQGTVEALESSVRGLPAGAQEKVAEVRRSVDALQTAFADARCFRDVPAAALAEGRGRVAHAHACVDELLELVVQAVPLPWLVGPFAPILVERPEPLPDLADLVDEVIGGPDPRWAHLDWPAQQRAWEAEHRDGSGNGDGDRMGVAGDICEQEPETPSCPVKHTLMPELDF
Target sequence (Q8WTS1 whole entry, looked up): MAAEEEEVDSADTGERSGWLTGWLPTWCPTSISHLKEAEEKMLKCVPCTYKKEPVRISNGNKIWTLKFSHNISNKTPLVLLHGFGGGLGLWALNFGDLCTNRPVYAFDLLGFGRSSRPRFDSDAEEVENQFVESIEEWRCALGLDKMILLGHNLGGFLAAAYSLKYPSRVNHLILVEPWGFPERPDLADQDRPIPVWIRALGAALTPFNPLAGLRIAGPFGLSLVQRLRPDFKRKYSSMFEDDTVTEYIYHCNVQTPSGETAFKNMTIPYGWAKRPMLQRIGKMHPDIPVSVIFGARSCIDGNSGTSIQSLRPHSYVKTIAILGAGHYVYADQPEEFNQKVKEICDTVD
SRC2 inh: inhibits human steroid receptor coactivator 2 | HEK293 GAL4-SRC2 luciferase reporter, luminescence | inhibition, % at 9 µM | 370,000 compounds, 0.17% hits | AID 651957;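 active means inhibition above the mean inhibition of all tested compounds plus 3 SD, set per campaign, cut at about 52% in these data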;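 further: 0% = DMSO treated cells and 100% = cells given Gossypol at 36 µM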
* hit, by the source's call; / = no result given. A portion of the library; rates above refer to the full screens.

entry	molecule	TLR9-MyD88 block	MC4R antagonist	Glyco luc inh	HTR2A ag	NOD2 RIPK2 PPI
1	O=C(Cc1nc2ccccc2[nH]1)c1ccc([N+](=O)[O-])cc1	4.3	8.2	-6.3	-5.5	-10.1
2	COC(=O)C(C)n1cnc2c(nnn2-c2cccc(OC)c2)c1=O (stereo not given)	0.9	6.1	-0.2	5.4	1.9
3	COc1cc(C(=O)NCCC2=CCCCC2)ccc1OC1CCN(C(C)=O)CC1	7.1	2.1	-2.4	0.0	-8.8
4	Cc1c(C(=O)NCCO)sc2nc3n(c(=O)c12)CCC3	2.2	6.0	3.4	-0.2	-9.9
5	Cn1c(=O)n(Cc2ccc(F)cc2)c(=O)c2c1nc1n2CCCN1Cc1ccccc1	-1.2	1.2	-4.5	7.1	-0.8
6	CCOc1ccc2cc(C3CC(c4ccco4)=NN3S(C)(=O)=O)c(=O)[nH]c2c1 (stereo not given)	-6.1	12.0	-0.8	-1.0	-5.4
7	N#CCCN(Cc1cccnc1)C(=S)Nc1ccccc1Cl	0.4	1.6	-0.7	3.7	5.4
8	CCOc1ccc(C(=O)OCC(=O)NC2CCCCCCC2)cc1	-9.1	11.5	2.5	-7.3	-4.3

entry	ABCB6 inh 2	MC4R ag barr	H9c2 protect	ABHD5-PLIN5 inh	SRC2 inh
1	101.0	-4.2	2.0	-0.5	-39.4
2	108.0	-0.1	2.4	9.6	-13.9
3	105.0	0.8	1.3	3.5	-9.4
4	91.0	2.2	3.2	-1.0	-31.4
5	85.0	-2.1	26.2	8.8	-4.1
6	105.0	-1.2	0.3	8.1	12.4
7	94.0	-3.6	6.9	3.8	-4.4
8	97.0	1.7	-10.3	-9.6	15.8

The results go on:
entry	molecule	TLR9-MyD88 block	MC4R antagonist	Glyco luc inh	HTR2A ag	NOD2 RIPK2 PPI
9	Cc1cccc(C(=O)OC(C)CN2C(C)CCCC2C)c1 (stereo not given)	2.4	3.6	3.5	4.4	6.8
10	CCn1c2ccccc2c2cc(NC(=O)CCCN3C(=O)CCC3=O)ccc21	0.9	7.1	4.5	-1.0	-3.1
11	COc1ccc(C(=O)c2ccc([N+](=O)[O-])cc2Cl)cc1	/	10.7	-0.2	4.4	-1.5
12	COC(=O)c1ccc(NC(=O)COC(=O)C2CC(=O)N(Cc3ccccc3)C2)cc1 (stereo not given)	3.9	6.4	1.7	1.2	-10.5
13	CCOC(=O)C1CCN(C(=O)c2ccc3c(SCC(=O)O)c4c(nc3c2)CCCC4)CC1	-5.2	0.8	2.2	8.0	-1.7
14	Cc1ccc(N=C2N=C(N)c3ccccc32)cc1C	2.2	-2.8	-3.3	-1.4	-6.8
15	Cc1cn2c(-c3cccnc3)nnc2s1	-7.9	-4.8	6.8	-0.7	-2.3
16	COc1ccc(-c2noc(CCC(=O)N3CCN(c4cccc(C)c4)CC3)n2)cc1	-27.3	10.5	1.5	9.2	-11.0

entry	ABCB6 inh 2	MC4R ag barr	H9c2 protect	ABHD5-PLIN5 inh	SRC2 inh
9	92.0	-1.1	-3.4	-2.2	1.8
10	102.0	-1.2	3.8	5.2	7.3
11	101.0	1.9	-8.5	-2.3	2.5
12	103.0	-0.8	3.0	0.4	-3.7
13	100.0	-0.9	-3.3	-6.2	2.2
14	105.0	-1.4	-13.1	3.5	-28.0
15	96.0	-2.5	-4.0	-5.6	-10.4
16	93.0	1.4	0.9	0.2	-15.2

The list continues:
entry	molecule	TLR9-MyD88 block	MC4R antagonist	Glyco luc inh	HTR2A ag	NOD2 RIPK2 PPI
17	S=C(Nc1ccc(Br)cc1Cl)N1CCCC1	-14.5	0.0	2.4	3.7	-11.3
18	Cc1ccc(-c2noc(CN(C(=O)c3ccc4c(c3)OCO4)C(C)C)n2)cc1	-7.3	-5.3	-2.3	-1.1	2.4
19	CCC1CCCCN1CCCNC(=O)Cn1ncc2c(C)n(Cc3ccccc3Cl)c(C)c2c1=O (stereo not given)	10.6	5.7	-3.1	-2.0	-7.2
20	COc1ccc2c(CC(=O)Nc3ncc(C)s3)coc2c1	-12.6	-6.1	-3.4	2.5	-0.1
21	COC(=O)C1SCCN1S(=O)(=O)c1ccc(Cl)cc1 (stereo not given)	-11.1	8.8	-0.3	0.6	1.8
22	CC(=O)Nc1ccc(NC(=O)CN(c2cccc(C(C)=O)c2)S(C)(=O)=O)cc1	-1.5	10.1	2.6	2.2	-5.5
23	CC1CCN(CCCCOc2cccc(C(C)C)c2)CC1	-2.1	0.6	-3.8	-14.9	1.8
24	CN(C)c1ccc(/C=N/NC(=O)c2ccc(NC(=O)c3ccccc3)cc2)cc1	0.2	7.3	1.0	10.4	2.6

entry	ABCB6 inh 2	MC4R ag barr	H9c2 protect	ABHD5-PLIN5 inh	SRC2 inh
17	99.0	-2.2	-1.5	0.1	-43.4
18	102.0	2.5	-2.6	-2.6	-4.4
19	102.0	-1.2	-0.7	-6.7	-0.5
20	90.0	4.4	2.2	8.3	-37.5
21	102.0	0.0	3.2	3.0	0.6
22	101.0	-3.7	-5.0	3.4	5.8
23	91.0	-1.3	-3.4	1.6	8.7
24	93.0	1.5	4.2	3.0	-25.6

Other entries:
entry	molecule	TLR9-MyD88 block	MC4R antagonist	Glyco luc inh	HTR2A ag	NOD2 RIPK2 PPI
25	CCOc1ccc2ccccc2c1C1NC(=S)N(C)C(C)=C1C(=O)OC (stereo not given)	5.4	9.8	2.1	-5.0	-7.3
26	COC(=O)c1ccc(OC(=O)CCS(=O)(=O)c2ccc(C)cc2)cc1	-1.6	3.8	2.3	0.2	1.1
27	COC(CN(C(=O)CCl)C(C(=O)NC1CCCCC1)c1ccc(C)cc1)OC (stereo not given)	-1.9	-0.4	2.2	1.7	-12.2
28	O=C(CCNS(=O)(=O)c1ccc(Cl)cc1)OCC(=O)N1CCN(C(=O)c2ccco2)CC1	5.2	10.5	3.4	1.9	0.2
29	COc1ccc(C=C(C#N)c2ccc(OC)cc2)cc1	9.3	-7.6	-0.1	2.4	-1.0
30	NC(=O)C1CCN(Cc2nnnn2Cc2ccco2)CC1	-6.7	3.4	1.8	10.7	-7.3
31	COc1ccc(NC(=S)N/C(=N/CS(=O)(=O)c2ccccc2)c2ccccc2)cc1	0.9	-9.1	-11.7	-7.2	-0.5
32	O=C(CCn1c2c(c3ccccc31)CCCC2)NNC(=O)c1ccccc1C(=O)O	-0.6	6.5	1.0	1.3	1.4

entry	ABCB6 inh 2	MC4R ag barr	H9c2 protect	ABHD5-PLIN5 inh	SRC2 inh
25	101.0	3.3	-3.2	-0.9	1.4
26	101.0	-0.9	3.5	-3.5	10.8
27	101.0	0.7	-12.2	-0.8	-20.0
28	98.0	-3.4	5.5	-3.5	4.2
29	99.0	-1.1	-12.4	1.2	-39.5
30	94.0	0.2	-5.0	3.3	-7.9
31	99.0	-0.7	-14.1	-25.0	-37.0
32	99.0	-3.2	-8.3	0.6	/

Laid out differently: four of the compounds above
Each structure is followed by: TLR9-MyD88 block, MC4R antagonist, Glyco luc inh, HTR2A ag, NOD2 RIPK2 PPI, ABCB6 inh 2, MC4R ag barr, H9c2 protect, ABHD5-PLIN5 inh, SRC2 inh
2. COC(=O)C(C)n1cnc2c(nnn2-c2cccc(OC)c2)c1=O (stereo not given)
 : 0.9, 6.1, -0.2, 5.4, 1.9, 108.0, -0.1, 2.4, 9.6, -13.9
13. CCOC(=O)C1CCN(C(=O)c2ccc3c(SCC(=O)O)c4c(nc3c2)CCCC4)CC1
 : -5.2, 0.8, 2.2, 8.0, -1.7, 100.0, -0.9, -3.3, -6.2, 2.2
23. CC1CCN(CCCCOc2cccc(C(C)C)c2)CC1
 : -2.1, 0.6, -3.8, -14.9, 1.8, 91.0, -1.3, -3.4, 1.6, 8.7
1. O=C(Cc1nc2ccccc2[nH]1)c1ccc([N+](=O)[O-])cc1
 : 4.3, 8.2, -6.3, -5.5, -10.1, 101.0, -4.2, 2.0, -0.5, -39.4

(list continues)
entry	molecule	TLR9-MyD88 block	MC4R antagonist	Glyco luc inh	HTR2A ag	NOD2 RIPK2 PPI
33	O=c1n(Cc2ccc(Cl)cc2)c2sc3c(c2c2ncnn12)CCCC3	-1.3	-28.7	4.0	6.1	-4.7
34	Cn1cnc(C(=O)NC2CCN(C(=O)OC(C)(C)C)CC2)c1C(=O)NC1CCN(C(=O)OC(C)(C)C)CC1	2.2	9.5	-0.1	2.3	-1.1
35	COC(=O)c1ccc2nc(C3CCCCC3)c3c(c2c1)CCC3	-0.4	-2.2	-0.7	-6.2	-9.9
36	COC(=O)c1ccc(C(=O)N(C)C2CCCN(Cc3ccccc3F)C2)cc1 (stereo not given)	-13.8	13.8	0.7	-0.5	-10.7
37	O=[N+]([O-])c1ccc(Cl)c(S(=O)(=O)Nc2cccc(S(=O)(=O)NC3=NCCC3)c2)c1	-10.3	7.3	0.3	-3.8	-8.4
38	COc1ccc(NC(=O)CN(C)CC(=O)Nc2ccc(Cl)c(S(=O)(=O)N(C)C)c2)cc1	-8.0	-2.0	1.0	-4.8	-3.7
39	Cc1ccc(-c2n[nH]c(=S)n2/N=C\c2ccco2)cc1	0.6	2.3	4.1	0.8	-3.4
40	CCOc1cc(C)c(S(=O)(=O)NCCCn2ccnc2)cc1C	-8.2	1.8	0.2	0.1	-18.3

entry	ABCB6 inh 2	MC4R ag barr	H9c2 protect	ABHD5-PLIN5 inh	SRC2 inh
33	89.0	-3.1	-26.6	3.0	-7.1
34	97.0	-0.4	8.0	-0.9	-8.2
35	95.0	0.6	-12.0	10.7	1.2
36	100.0	0.1	-1.6	-3.4	-6.0
37	99.0	0.1	2.4	2.9	-0.7
38	95.0	-1.9	1.1	2.4	0.8
39	100.0	-2.4	-4.4	-7.2	1.2
40	92.0	2.0	-7.2	2.4	13.7

Additional entries:
entry	molecule	TLR9-MyD88 block	MC4R antagonist	Glyco luc inh	HTR2A ag	NOD2 RIPK2 PPI
41	O=C(Nc1ccsc1C(=O)O)c1ccccc1	-4.4	1.9	2.2	-3.5	7.0
42	COc1cccc(Nc2cc(N3CCOCC3)c3nonc3c2[N+](=O)[O-])c1	5.8	16.3	10.7	6.0	-4.4
43	COc1ccc(NC(=O)C2CCCNC2)cc1OCC(C)C (stereo not given)	2.6	1.2	-0.7	0.3	-3.9
44	O=C(CSc1nnc(Cc2ccccc2)o1)c1ccc2c(c1)OCO2	-1.9	1.6	-1.4	-5.1	6.9
45	O=C(/C=N/O)NCCCn1ccnc1	1.2	5.3	2.2	1.9	-6.7
46	Cc1oc2c(C)c3oc(=O)c(CCC(=O)N[C@@H](CC(C)C)C(=O)O)c(C)c3cc2c1C	-0.9	-8.3	1.1	11.2	-4.7

entry	ABCB6 inh 2	MC4R ag barr	H9c2 protect	ABHD5-PLIN5 inh	SRC2 inh
41	94.0	-0.8	-4.7	4.7	-6.5
42	97.0	-1.5	7.1	-6.6	17.9
43	85.0	-1.5	10.7	-0.2	1.5
44	97.0	-3.0	1.3	-3.5	-21.1
45	83.0	0.3	-1.9	0.5	-7.9
46	97.0	-2.3	2.2	0.5	0.6

Compound activity (PubChem BioAssay)
